High-throughput results as filed in PubChem.
TRPC6 act: activates the mouse TRPC6 cation channel; HEK293-TRPC6 membrane potential dye fluorescence; stronger effect = higher value; 0.13% of 310,000 active; B-score at 10 µM;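 active means B-score of the integrated fluorescence ratio above library mean plus 3 SD, and starting fluorescence ratio within library mean plus 5 SD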;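 further: higher score means more depolarization so channel activation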
MrgX1 antag: blocks BAM8-22 activation of human MrgX1 receptor | Q96LB2 | MRGX1-HEK293 calcium flux, Fluo-4, BAM8-22 antagonism; stronger effect = lower value | B-score at 10 µM | 1.3% of 310,000 active;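 active means calcium-response B-score plate-corrected more than 3 library SD below zero, starting fluorescence within 5 deviations, no agonist response on first addition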;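 further: peak minus trough fluorescence over baseline after final BAM8-22 challenge near maximal dose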
Target sequence (Q96LB2 whole entry, looked up): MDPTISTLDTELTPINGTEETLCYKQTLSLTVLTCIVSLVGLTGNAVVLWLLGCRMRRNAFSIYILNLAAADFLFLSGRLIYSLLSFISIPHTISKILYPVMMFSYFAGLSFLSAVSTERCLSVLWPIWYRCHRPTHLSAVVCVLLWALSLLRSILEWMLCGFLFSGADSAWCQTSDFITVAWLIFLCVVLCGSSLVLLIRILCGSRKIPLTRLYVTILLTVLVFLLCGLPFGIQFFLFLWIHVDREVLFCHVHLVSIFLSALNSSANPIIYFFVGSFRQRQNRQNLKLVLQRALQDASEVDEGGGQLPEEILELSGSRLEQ
TRPC6 inhibitor: inhibitors of mouse TRPC6 channel; Q61143; HEK293-TRPC6, membrane potential dye, ACh-evoked depolarization; stronger effect = lower value; B-score at 10 µM; 1.1% of 310,000 active; AID 2553;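 active means B-score under library mean minus 3 SD, initial fluorescence not abnormally high, positive integrated signal ratio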;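 further: B-score derived from integrated fluorescence ratio over the kinetic read; more negative B-score means stronger inhibition of depolarization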
TRPC4 inh: blocks the mouse TRPC4 cation channel. HEK293 TRPC4beta/mu-opioid, DAMGO-evoked Fluo4 calcium flux; stronger effect = lower value. AID 2247. 0.39% of 300,000 active. B-score at 10 µM;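 active means B-score over 3 SD under the library average, no early fluorescence shift, positive overall ratio signal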
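Signal: kinetic Fluo4 fluorescence imaging of calcium influx. Material: stable TRPC4beta/mu-opioid receptor HEK293 cells. Probe or stimulus: DAMGO in two steps, submaximal then maximal.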
SKKanGAS inh: blocks kanamycin growth of S. pyogenes SKKanGAS strain; AID 1662; inhibition, % at 7.5 µM; 1.3% of 300,000 active; BacTiter-Glo, 6 h;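 active means mean replicate score, as percent of positive control median, at least 50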;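 further: strain carries kanamycin resistance gene driven by streptokinase promoter and grows in 40 µg/ml kanamycin; loss of luminescence reflects streptokinase promoter inhibition or plain growth inhibition; 0% = median of DMSO wells and 100% = positive control at its reference dose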
HIF activator: HIF pathway transcriptional activation; activation, % at 7.5 µM (by protocol); U2OS HRE-luciferase reporter, luminescence; normalized: DMSO 0%, desferrioxamine 100%; 0.32% of 300,000 active; AID 1910;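 active means mean activation of at least 10% of the iron chelator positive control signal, with at least half of replicates also reaching 10%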
Platelet DG rel: platelet dense granule release activity | inhibition, %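 (compounds screened at 7.5 µM in platelet-rich plasma)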 | 0.22% of 300,000 active | AID 1663 | human platelet-rich plasma, SFLLRN dense granule ATP release, luminescence;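 active means mean replicate score, as percent of positive control, at or above 50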
MrgX1 PAM: allosterically activates human MrgX1 receptor signaling; AID 588675; MrgX1-HEK293, Fluo-4 calcium flux, FDSS; stronger effect = higher value; 0.63% of 310,000 active; B-score at 10 µM; Q96LB2;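 active means plate-corrected calcium response at least 3 library SD above typical, normal starting fluorescence, not activating the receptor alone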;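 further: compound read alongside a low EC10 to EC30 dose of BAM8-22 agonist; peak minus trough fluorescence over baseline measured at the second addition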
RGS4 inh: inhibitors of human RGS4; HEK293 M3R/RGS4 inducible, Fluo-4 calcium flux; stronger effect = higher value; triggered by carbachol at its EC20; B-score at 10 µM; 0.45% of 310,000 active; AID 463165;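 active means B-score, a plate-corrected calcium signal, over three deviations above library mean, with baseline fluorescence within five deviations of library mean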;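 further: RGS4 expression induced by doxycycline in cells with stable M3 receptor; B-score is computed from the integrated fluorescence ratio over baseline after carbachol; higher B-score means a larger calcium signal and so more RGS4 inhibition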
Target sequence (P49798 whole entry, looked up): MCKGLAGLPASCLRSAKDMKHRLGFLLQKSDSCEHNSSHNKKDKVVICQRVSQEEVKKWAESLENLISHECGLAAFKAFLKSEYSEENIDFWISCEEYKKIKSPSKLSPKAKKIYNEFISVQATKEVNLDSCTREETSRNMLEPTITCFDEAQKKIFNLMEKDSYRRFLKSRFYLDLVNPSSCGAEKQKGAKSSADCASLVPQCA
RGS4 act: potentiators or activators of RGS4. HEK293 M3R/inducible RGS4, carbachol calcium flux Fluo4; stronger effect = lower value. 0.92% of 310,000 active. B-score at 10 µM;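 active means B-score of the integrated calcium signal more than 4 SD below the library mean, with starting fluorescence not abnormally high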;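 further: negative B-score means reduced calcium response which marks RGS4 activation or potentiation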
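Assay system: HEK293 FlpIn-TREx cells, stable M3R, doxycycline-inducible RGS4 / Probe or stimulus: carbachol, ECmax concentration / Times: overnight RGS4 induction, 30 min dye load 37 °C, 20 min compound RT / Signal: kinetic calcium fluorescence imaging with Fluo4-AM dye, 2 µM / Measure: Agonist-evoked peak-minus-minimum fluorescence over baseline, integrated ratio, B score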
MrgX1 agonist: agonists of human MrgX1 receptor | Q96LB2 | B-score at 10 µM | 0.44% of 310,000 active | MrgX1-HEK293 cells, Fluo-4 calcium fluorescence, agonist mode; stronger effect = higher value;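 active means calcium response B-score plate-corrected fluorescence ratio at least 3 library SD, with starting fluorescence B-score inside 5 SD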
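times = overnight plating, then 30 min 37 °C plus 30 min room-temperature dye loading | assay system = stable human MrgX1 HEK293 cell line | input = fifteen thousand cells per well | signal = kinetic calcium dye fluorescence, Fluo-4 NW | dosing = compound delivered in addition one of three | read-out = B-scored fluorescence response ratio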
* = called active by the depositor; i = inactive. Not a hit list; 6.1% or so of the library scored in one or more.

compound	SKKanGAS inh	RGS4 inh	RGS4 act	Platelet DG rel	HIF activator	MrgX1 antag	TRPC4 inh	MrgX1 agonist	TRPC6 inhibitor	TRPC6 act	MrgX1 PAM
CCC(=O)N1N=C(c2cccs2)CC1c1ccc(C)cc1 (configuration not stated)	17	i	i	4	-1.0	i	i	i	i	i	i
O=C(O)C1C2C=CC(C2)C1C(=O)Nc1ccc(Cl)c(Cl)c1 (configuration not stated)	3	i	i	0	1.5	i	i	i	i	i	i
O=C(NCCc1c[nH]c2ccccc12)/C(=C/c1cccnc1)NC(=O)c1ccccc1	-19	i	i	-11	-0.5	i	i	i	i	i	i
COC(=O)N/N=C\c1ccc(-c2cc(Cl)c(Cl)cc2Cl)o1	-2	i	i	-17	0.6	i	i	i	i	i	i
CCN(CC(=O)N1CCCCC1)S(=O)(=O)c1ccccc1	-1	i	i	16	0.2	i	i	i	i	i	i
COc1cc(OC)cc(C(=O)NC(=S)N(Cc2ccccc2)C(C)C)c1	9	i	i	-2	-3.7	i	i	i	i	i	i
CC1CCCCN1c1nnc(NC(=O)c2cc(-c3ccc(Br)cc3)on2)s1 (configuration not stated)	45	i	i	1	0.0	i	i	i	i	i	i
COc1ccc2cc(S(=O)(=O)N3CCCC(C)C3)ccc2c1 (configuration not stated)	2	i	i	-1	-0.2	i	i	i	i	i	i
COc1ccc(OCC(O)CNS(=O)(=O)c2cccs2)cc1 (configuration not stated)	0	i	i	-3	-0.2	i	i	i	i	i	i
CCc1ccc2[nH]c(=O)c(CN(Cc3ccccc3)Cc3nnnn3Cc3ccco3)cc2c1	23	i	i	-14	0.3	i	i	i	i	i	i
Cc1cccc(-c2cccc(NC(=O)C3CCCN(C(=O)c4ocnc4C)C3)c2)c1 (configuration not stated)	-4	i	i	-1	1.3	i	i	i	i	i	i
Cc1ccc(C)c(N2N=C(C(=O)Nc3ccccc3N3CCCC3)CCC2=O)c1	16	i	i	20	0.5	i	i	i	i	i	i
NS(=O)(=O)c1cccc(NC(=O)CSc2nc3ccc(Cl)cc3[nH]2)c1	-6	i	i	-4	-0.7	i	i	i	i	i	i
CCN(CC)S(=O)(=O)N1CCC(C(=O)NCc2ccco2)CC1	-5	i	i	8	-0.8	i	i	i	i	i	i
CCOC(=O)c1c(C)[nH]c(C)c1C(=O)CN1C(=O)NC2(CCC(C)CC2)C1=O (configuration not stated)	4	i	i	0	-0.2	i	i	i	i	i	i
CC(=O)c1ccc(-c2ccc([C@H]3[C@H]4C=CC[C@@H](C)[C@@H]4C(=O)N3Cc3ccccc3)c(F)c2)cc1	33	i	i	6	-0.7	i	i	i	i	i	i
COC(=O)[C@H]1C[C@@H]1[C@H](NS(=O)(=O)c1ccccc1)c1ccccc1	0	i	i	6	-1.6	i	i	i	i	i	i
Cc1c(CCC(=O)NCC(=O)O)c(=O)oc2cc3occ(-c4ccccc4)c3cc12	3	i	i	-2	-5.6	i	i	i	i	i	i
Cc1cc(C)nc(N(C#N)Cc2cccc3ccccc23)n1	10	i	i	-1	-0.9	i	i	i	i	i	i
CCN1CCc2c(sc(NC(=O)c3ccc(S(=O)(=O)N4CCCCCC4)cc3)c2C(=O)NC)C1	1	i	i	6	-1.1	i	i	i	i	i	i
CC(=O)Nc1ccc(N/C(=N\S(=O)(=O)c2ccccc2)c2ccccc2)cc1	-5	i	i	6	0.6	i	i	i	i	i	i
COC(=O)c1ccc(NC(=O)COc2ccc(S(=O)(=O)N3CCCCC3)cc2)cc1	0	i	i	5	-0.2	i	i	i	i	i	i
CC(C)(C)n1ncc2c(=O)n(CC(=O)NCc3ccco3)cnc21	0	i	i	1	2.5	i	i	i	i	i	i
O=C(Cc1ccccc1)Nc1ncccn1	5	i	i	4	-1.2	i	i	i	i	i	i
Cc1cccc(C)c1OCC(O)CN (configuration not stated)	1	i	i	1	-2.8	i	i	i	i	i	i
CCn1cnc2c1c(=O)n(CC(=O)O)c(=O)n2Cc1ccccc1	2	i	i	1	0.2	i	i	i	i	i	i
O=C(CCC1CCCN(c2ncccn2)C1)NCc1ccccc1F (configuration not stated)	-12	i	i	-5	-0.1	i	i	i	i	i	i
CCOc1cc(CNCCSc2nnnn2C)cc(Br)c1OCc1ccccc1	2	i	i	1	-0.2	i	i	i	i	i	i
Clc1ccc(Oc2ncnc3oc(-c4ccccc4)cc23)cc1	-5	i	i	0	0.0	i	i	i	i	i	i
COc1ccc(N2CCN(c3nc4ccccc4n3CC(=O)c3ccccc3)CC2)cc1	3	i	i	-1	0.0	i	i	i	i	i	i
Fc1ccc(-c2ncc3ccccn23)cc1	-10	i	i	-8	2.5	i	i	i	i	i	i
COc1ccc(C2=NOC(C(=O)Nc3cccnc3Cl)C2)cc1 (configuration not stated)	-4	i	i	-4	-0.1	i	i	i	i	i	i
COC(=O)CN1C(=O)C(C)(C)Oc2ccc(C(=O)Nc3cccc(OC)c3)cc21	-2	i	i	-3	0.2	i	i	i	i	i	i
CCS(=O)(=O)c1nnnn1-c1ccccc1S(C)(=O)=O	-13	i	i	-5	-1.4	i	i	27*	i	i	i
Cc1nn(-c2ccc(F)cc2)c(Cl)c1/C=C/C(=O)OCC(=O)Nc1ccc(F)cc1F	9	i	i	6	-0.3	i	i	i	i	i	i
CCCCNC(=O)c1cn(C)c2ccc(S(=O)(=O)N3CC(C)CC(C)C3)cc2c1=O (configuration not stated)	1	i	i	-9	-0.2	i	i	i	i	i	i
COC(=O)C1CCN(C(=O)COC(=O)c2oc3ccc(OC)cc3c2C)CC1	0	i	i	-11	0.7	i	i	i	i	i	i
CCCn1c(SCC(=O)N2CCCCC2)nnc1-c1ccccn1	-3	i	i	-3	0.0	i	i	i	i	i	i
CN(C)CCCNC(=O)C(=O)NCC(c1cccs1)S(=O)(=O)c1ccc(F)cc1 (configuration not stated)	2	i	i	6	-0.2	i	i	i	i	i	i
O=C(CN1N=C(c2ccccc2)CCC1=O)NCc1ccco1	4	i	i	3	-0.2	i	i	i	i	i	i
NC(=O)CC(NC(=O)Cc1ccc(Br)cc1)c1ccc(NCc2ccccn2)c([N+](=O)[O-])c1 (configuration not stated)	-8	i	i	-2	-2.3	i	i	i	i	i	i
CCN(CC(=O)Nc1ccccc1C(F)(F)F)C(=O)c1cc(S(=O)(=O)N2CCCCCC2)ccc1OC	21	i	i	7	0.5	i	i	i	i	i	i
COC(=O)c1ccccc1NC(=O)CSc1ccccc1	11	i	i	8	0.5	i	i	i	i	i	i
CC(C)C[C@H](NC(=O)NCCc1ccc(Cl)cc1)C(=O)O	-4	i	i	2	-0.1	i	i	i	i	i	i
O=C(NCc1ccccc1)C1=C[C@H](C2CCCCC2)C[C@H](OCCCCO)O1	18	i	i	9	-2.2	i	i	i	i	i	i
Cc1ccc(NC(=O)CN(C)C(=O)/C=C/c2cccc(F)c2)cc1	-2	i	i	-1	-0.1	i	i	i	i	i	i
CCn1nc(NC(=O)C(C)C)c2cc3ccc(C)cc3nc21	0	i	i	-5	-36	i	i	i	i	i	i
CCCCn1c(=O)[nH]c(=O)c2c1nc(-c1ccc([N+](=O)[O-])cc1)n2CC	-7	i	i	-4	-0.3	i	i	i	i	i	i
CCOC(=O)C1(CC2CCCCO2)CCN(Cc2nc3ccccc3nc2C)CC1 (configuration not stated)	2	i	i	-4	0.0	i	i	i	i	i	i
CCN(CC)S(=O)(=O)c1ccc(C(=O)NCCOC(=O)c2ccc(F)cc2F)cc1	-9	i	i	-3	0.7	i	i	i	i	i	i

Structures above containing a nitro group on carbon, in the order listed:
compound	SKKanGAS inh	RGS4 inh	RGS4 act	Platelet DG rel	HIF activator	MrgX1 antag	TRPC4 inh	MrgX1 agonist	TRPC6 inhibitor	TRPC6 act	MrgX1 PAM
NC(=O)CC(NC(=O)Cc1ccc(Br)cc1)c1ccc(NCc2ccccn2)c([N+](=O)[O-])c1 (configuration not stated)	-8	i	i	-2	-2.3	i	i	i	i	i	i
CCCCn1c(=O)[nH]c(=O)c2c1nc(-c1ccc([N+](=O)[O-])cc1)n2CC	-7	i	i	-4	-0.3	i	i	i	i	i	i

More results.
compound	SKKanGAS inh	RGS4 inh	RGS4 act	Platelet DG rel	HIF activator	MrgX1 antag	TRPC4 inh	MrgX1 agonist	TRPC6 inhibitor	TRPC6 act	MrgX1 PAM
Cc1ccc(CNC(=O)CSc2nnc3c(n2)[nH]c2ccc(F)cc23)cc1	-6	i	i	-2	0.1	-5*	i	i	i	i	i
CCOc1ccc(C(=O)Nc2cc(Cl)ccc2-n2cncn2)cc1OC	-3	i	i	-5	0.2	i	i	i	i	i	i
O=C(N/N=C/c1ccccc1)c1cc(=O)[nH]c2ccccc12	-2	i	i	1	-16	i	i	i	i	i	i
N=c1c(-c2nc3ccccc3[nH]2)cc(C(=O)c2cccs2)nn1-c1ccccc1	51*	i	-8.6*	1	0.3	i	i	i	-7.7*	i	i
CCN1CCN(Cc2ccc(NC(=O)c3ccc(C)c(NC(=O)C[C@@H]4NC(=O)[C@H](Cc5ccccc5)NC4=O)c3)cc2C(F)(F)F)CC1	-3	i	i	0	0.1	i	i	i	i	i	i
Cc1ccccc1NC(=O)CCC(=O)N/N=C/c1c[nH]c2ccccc12	-13	i	i	8	0.4	i	i	i	i	i	i
Cc1cc(C)n2ncc(/C(N)=N/OC(=O)Nc3ccccc3)c2n1	-5	i	i	0	0.3	i	i	i	i	i	i
CCn1c(=S)[nH]c2cc(C(=O)O)ccc21	9	i	i	1	0.4	i	i	i	i	i	i
Cc1cccc(OCC(=O)N(Cc2cccs2)C2CCS(=O)(=O)C2)c1 (configuration not stated)	-1	i	i	2	-9.7	i	i	i	i	i	i
COCCCNc1nc2c(c(=O)n(Cc3ccc(OC)cc3)c(=O)n2C)n1C	-3	i	i	8	0.5	i	i	i	i	i	i
COc1ccc(NC(=O)c2cc(F)c(F)cc2Cl)cc1Cl	15	i	i	15	1.9	i	i	i	i	i	i
